Efflux pump mplx – blocks antifungal efflux pumps in multiplex yeast assay; S. cerevisiae Candida pump triplex, Nile Red efflux; inhibition, % at 10 µM; hit rate 0.44% among 330,000;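 active = plate passing quality check with inhibition over a set limit, or well fluorescence over plate mean plus 4 SD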;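 note: Nile Red retained in pooled yeast measured as flow cytometry median fluorescence; 0% = buffer negative control and 100% = Enniatin B positive control; higher means more Nile Red kept so more efflux inhibition; some compounds called inactive have numbers as strong as hits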
ZTA counter – blocks Epstein-Barr virus ZTA, an EBNA-1 counter-screen | inhibition, % at 11 µM | AID 2234 | ZTA-DNA binding, fluorescence polarization | hit rate 0.15% among 320,000; in the data active = inhibition above about 33%
Yeast superoxide – lowers age-related superoxide in aged yeast cells. S. cerevisiae aged cells, superoxide DHE fluorescence; stronger effect = lower value. superoxide response (% of plate mean), % at 10 µM. hit rate 0.18% among 330,000. AID 2690;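 active = superoxide response under a set limit, about three screen SD below normal, cut at about 65% in these data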;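 note: yeast aged for seven days with compound at 30 °C before DHE staining; 100% = average MFI of all compound-treated wells on the plate with controls excluded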
BCLXL inh – blocks human Bcl-xL binding to Bim BH3 peptide | Q07817 | GST-Bcl-xL / FITC-Bim BH3 peptide fluorescence polarization | inhibition, % at 10.9 µM | hit rate 0.7% among 320,000 | AID 2129;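 active = inhibition above the mean of all tested compounds plus 3 SD, cutoff set per campaign, cut at about 30% in these data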;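 note: 0% = DMSO wells and 100% = unlabeled Bim-BH3 peptide competitor; inhibitors lower millipolarization by displacing the labeled peptide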
EBNA-1 inhibitor – blocks EBNA-1 binding to DNA; EBNA-1 DNA binding, fluorescence polarization; inhibition, % at 14.8 µM; hit rate 0.34% among 300,000; AID 1950; in the data active = inhibition above about 28%
MEX-5 binding – C. elegans MEX-5 TCR-2 RNA binding activity; Q9XUB2; MEX-5/FITC-TCR2 RNA binding, fluorescence polarization; stronger effect = lower value; activity score (negative = inhibition of binding), % at 10 µM; hit rate 0.38% among 300,000;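 active = inhibition past about -25% in most replicates, and total fluorescence under double the plate's negative control median, limit read from the data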;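 note: 0% = DMSO and -100% = 5 µM competing unlabeled TCR2 RNA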
GLD-1 RNA inh – GLD-1-TGE RNA interaction inhibition (C. elegans); AID 2280; inhibition, % at 5.96 µM; purified GLD-1 + fluorescein TGE RNA, fluorescence polarization; Q17339; hit rate 0.44% among 320,000;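 active = percent inhibition above a per-plate cutoff, the plate mean of test compounds plus 3 SD, cut at about 30% in these data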;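 note: 0% = DMSO wells with GLD-1 and probe and 100% = wells lacking GLD-1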
Target sequence (Q17339 whole entry, looked up): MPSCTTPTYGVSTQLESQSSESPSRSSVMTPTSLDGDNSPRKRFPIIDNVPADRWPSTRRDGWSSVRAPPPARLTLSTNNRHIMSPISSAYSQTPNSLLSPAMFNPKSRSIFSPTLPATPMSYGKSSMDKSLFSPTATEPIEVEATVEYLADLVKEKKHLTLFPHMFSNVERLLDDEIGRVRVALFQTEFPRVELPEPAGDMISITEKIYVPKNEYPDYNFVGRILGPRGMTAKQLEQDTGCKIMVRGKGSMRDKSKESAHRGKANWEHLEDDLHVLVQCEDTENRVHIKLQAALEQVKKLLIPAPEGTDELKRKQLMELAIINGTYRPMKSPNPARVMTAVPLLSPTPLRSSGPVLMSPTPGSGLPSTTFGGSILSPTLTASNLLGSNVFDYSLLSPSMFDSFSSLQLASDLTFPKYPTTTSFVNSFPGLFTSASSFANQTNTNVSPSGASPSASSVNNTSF
MCL1-BIM inh – MCL1-BIM-BH3 interaction inhibition (human); GST-MCL1 / FITC-Bim-BH3 fluorescence polarization; inhibition, % at 10.9 µM; hit rate 0.68% among 320,000; AID 2057;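 active = inhibition above the mean inhibition of all tested compounds plus 3 SD, set per campaign, cut at about 40% in these data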;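 note: 0% = DMSO wells and 100% = unlabeled Bim-BH3 peptide control; higher means more loss of mP so more displacement of Bim peptide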
Target sequence (Q07820 whole entry, looked up): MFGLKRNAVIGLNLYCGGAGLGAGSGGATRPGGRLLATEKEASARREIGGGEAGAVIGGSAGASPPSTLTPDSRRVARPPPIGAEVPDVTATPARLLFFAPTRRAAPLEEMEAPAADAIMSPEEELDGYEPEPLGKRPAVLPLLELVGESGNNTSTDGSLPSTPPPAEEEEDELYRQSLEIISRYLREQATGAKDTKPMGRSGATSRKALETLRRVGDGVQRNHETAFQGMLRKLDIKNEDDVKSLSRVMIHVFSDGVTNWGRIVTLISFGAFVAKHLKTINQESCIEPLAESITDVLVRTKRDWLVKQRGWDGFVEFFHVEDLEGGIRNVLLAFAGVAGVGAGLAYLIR
Fam108B counter – Fam108B inhibition, counter-screen for RBBP9 inhibitors | recombinant Fam108B, FP-Rh probe fluorescence polarization | hit rate 0.33% among 300,000 | inhibition, % at 9.51 µM;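 active = inhibition above the screen mean inhibition plus 3 SD, computed separately per campaign, cut at about 18% in these data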;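 note: inhibitors lower polarization as less probe binds the enzyme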
Active calls of the source: *; . = no result given.

item	smiles	Efflux pump mplx	Fam108B counter	GLD-1 RNA inh	MCL1-BIM inh	ZTA counter
1	Cc1ccc(S(=O)(=O)c2nc(C(C)(C)C)oc2N2CCOCC2)cc1	0.1	0	1	22	4
2	CCOC(=O)N/N=C/c1c(F)cccc1F	1.0	-3	-1	2	9
3	CC(=O)c1cccc(CN2CCCCC2C(=O)Nc2ccc(Oc3ccccc3)nc2)c1 (configuration not stated)	-5.1	-6	-1	8	16
4	CCOC(=O)C1(CCCc2ccccc2)CCN(S(=O)(=O)N(C)C)CC1	0.0	2	0	1	18
5	Cc1c(NC(=O)Nc2c(Cl)cccc2Cl)c(=O)n(-c2ccccc2)n1C	0.0	-5	-7	3	-12
6	CCN(CC)c1nc2ccccc2nc1C(C#N)C(=O)NCCCOC (configuration not stated)	0.1	-1	13	21	-3
7	CCOc1ccccc1C(=O)Nc1cc(C(=O)NCC(C)C)ccc1Cl	0.0	2	1	6	-7
8	CCCCN(Cc1ccco1)C(=O)C1CCCN(c2ncnc3c2nc2n3CCCCC2)C1 (configuration not stated)	0.2	4	12	1	-18
9	COc1ccc(C(=S)Nc2ccccc2)cc1	0.3	-2	0	3	-1
10	Cc1ccc(N/C=C/C(=O)C(C)(C)C)c(O)c1	-0.1	2	5	0	8

item	MEX-5 binding	BCLXL inh	Yeast superoxide	EBNA-1 inhibitor
1	0.8	15	103	-3
2	-1.4	1	92	3
3	-8.1	0	85	3
4	0.6	4	97	0
5	0.5	4	127	-5
6	-7.6	18	108	-5
7	-0.4	2	95	11
8	1.1	-1	104	-8
9	-0.2	0	107	-7
10	-0.4	-2	114	-4

Other records follow.
item	smiles	Efflux pump mplx	Fam108B counter	GLD-1 RNA inh	MCL1-BIM inh	ZTA counter
11	Cc1cccc(NC(=S)N(CCN(C)C)Cc2cc3cccc(C)c3[nH]c2=O)c1	0.0	1	-3	11	4
12	COc1cc(/C=C/C(=O)OCC(=O)c2c(N)n(C)c(=O)n(C)c2=O)ccc1OC(F)F	-0.1	0	-4	-8	10
13	COc1ccc(S(=O)(=O)N(C)CC(=O)NCc2ccccn2)cc1	-0.1	-1	7	6	-5
14	COCCNC(=O)CCCn1c(=O)c2cc(OC)c(OC)cc2n(CC(=O)c2cccc(OC)c2)c1=O	0.1	-2	-2	6	-1
15	CC(=O)COc1ncn(-c2ccccc2)n1	0.0	2	1	1	11
16	CCNc1ccc(C2(O)C(=O)c3ccccc3C2=O)cc1	0.0	6	0	-9	6
17	O=C(c1cccnc1)N1C2C=CC(C2)C1(C(F)(F)F)C(F)(F)F (configuration not stated)	-0.2	-3	5	8	-9
18	C=CCc1ccccc1OCC(O)CN1CCN(c2ccccc2F)CC1 (configuration not stated)	0.2	2	-2	-3	-8
19	COC(=O)C1CCN(C2=C(NS(=O)(=O)c3ccc(Cl)cc3)C(=O)c3ccccc3C2=O)CC1	0.1	7	2	6	4
20	Cc1cc(=O)[nH]c(-n2nc(C)cc2C)n1	-0.1	3	2	-4	-19

item	MEX-5 binding	BCLXL inh	Yeast superoxide	EBNA-1 inhibitor
11	1.9	7	88	13
12	0.3	-1	95	3
13	-0.6	3	109	3
14	0.0	3	100	2
15	3.1	6	103	1
16	-1.3	-1	107	-11
17	0.5	6	77	-1
18	0.3	1	94	-3
19	2.3	7	135	-2
20	-2.3	0	113	-10

(next part)
item	smiles	Efflux pump mplx	Fam108B counter	GLD-1 RNA inh	MCL1-BIM inh	ZTA counter
21	Cc1ccc(-n2nc(C)c3c2NC2=C(C(=O)CC(C)(C)C2)C3c2ccccc2OCC(=O)O)cc1 (configuration not stated)	0.0	-1	-2	8	2
22	Cc1ccc(-n2c(C)cc(C)c(C#N)c2=O)cc1Cl	-0.1	0	2	-1	-8
23	CS(=O)(=O)NCCNc1ccc(C(F)(F)F)cc1[N+](=O)[O-]	0.0	2	3	-8	-11
24	O=C(NCCc1ccccc1F)/C(=C/c1cccnc1)NC(=O)c1ccccc1	0.0	2	-7	-1	-4
25	Cc1ccc(C(=O)NNC(=O)c2ccc3ccccc3c2O)cc1	-0.2	5	4	22	16
26	Cc1ccc(C(C)C)c(OCC(=O)N2CCOCC2)c1	-0.1	3	10	7	-6
27	COc1ccc(N(C(C)C(=O)N/N=C(\C)C(C)(C)C)S(C)(=O)=O)cc1 (configuration not stated)	0.1	1	8	3	-7
28	COc1cc([N+](=O)[O-])ccc1N/C=C/C(=O)c1cccs1	0.0	-10	-133	0	-3
29	O=C(Nc1nnc(-c2ccccc2)o1)C1CCCN1S(=O)(=O)c1cccs1 (configuration not stated)	0.0	-1	-1	-1	-11
30	O=C(CSc1nc2ccccc2n1CC(=O)N1CCCC1)Nc1ccc2c(c1)OCO2	-0.1	4	9	5	0

item	MEX-5 binding	BCLXL inh	Yeast superoxide	EBNA-1 inhibitor
21	0.3	2	117	5
22	-1.1	0	96	-3
23	-2.2	3	95	-8
24	-0.3	-5	106	4
25	-4.4	2	89	-1
26	-0.7	9	94	5
27	0.2	-4	98	-5
28	-21	6	78	2
29	0.0	3	105	-8
30	-1.4	6	94	2

Molecules listed so far containing a cyano group, in the order listed:
item	smiles	Efflux pump mplx	Fam108B counter	GLD-1 RNA inh	MCL1-BIM inh	ZTA counter
6	CCN(CC)c1nc2ccccc2nc1C(C#N)C(=O)NCCCOC (configuration not stated)	0.1	-1	13	21	-3
22	Cc1ccc(-n2c(C)cc(C)c(C#N)c2=O)cc1Cl	-0.1	0	2	-1	-8

item	MEX-5 binding	BCLXL inh	Yeast superoxide	EBNA-1 inhibitor
6	-7.6	18	108	-5
22	-1.1	0	96	-3

Additional records.
item	smiles	Efflux pump mplx	Fam108B counter	GLD-1 RNA inh	MCL1-BIM inh	ZTA counter
31	COCCN(C(=O)COC(=O)CC1CCCCC1)c1c(N)n(Cc2ccccc2)c(=O)[nH]c1=O	-0.2	-2	2	-1	13
32	Cc1cnc(C(=O)OCC(=O)c2cccc3ccccc23)cn1	0.0	-2	4	3	4
33	CCCCCCc1c(C)nc(-n2[nH]c(C)c(CCO)c2=O)[nH]c1=O	-0.1	-2	2	2	9
34	Cc1cc(NC(=O)c2cccs2)ncc1NC(=O)c1cccc(F)c1	0.1	2	4	7	7
35	Cc1c(C(=O)O)sc(=S)n1CCOc1ccccc1	0.0	0	0	-1	-8
36	Cc1noc(C)c1-c1nnc(-c2ccc(C(F)(F)F)cc2)o1	-0.2	1	0	14	1
37	CN(Cc1ccccc1)C(=O)c1cc(S(=O)(=O)N2CCOCC2)cn1C	0.0	-2	0	1	-1
38	CCCCN(C)CCCNC(=O)c1cc(Nc2ccc(OC)c(OC)c2)nc2ccccc12	0.0	5	6	4	-10
39	O=C(CSc1nnc(Cn2c(=O)sc3ccccc32)n1-c1ccccc1)N1CCCCCC1	0.0	-2	7	2	6
40	Cc1ccc(CN(C(=O)c2ccco2)C(C(=O)NC2CCCC2)c2ccc(N3CCOCC3)cc2)cc1 (configuration not stated)	0.1	-8	-1	-4	-9

item	MEX-5 binding	BCLXL inh	Yeast superoxide	EBNA-1 inhibitor
31	-1.6	5	102	6
32	1.0	-1	100	-8
33	-7.3	4	101	-6
34	1.1	12	104	8
35	0.6	4	107	3
36	0.2	6	105	1
37	0.0	-2	96	17
38	0.6	7	89	-5
39	.	3	94	-1
40	-0.9	-1	110	6

Structural class, the compounds so far with an aryl thioether with sulfur outside any ring (2)
item	smiles	Efflux pump mplx	Fam108B counter	GLD-1 RNA inh	MCL1-BIM inh	ZTA counter
30	O=C(CSc1nc2ccccc2n1CC(=O)N1CCCC1)Nc1ccc2c(c1)OCO2	-0.1	4	9	5	0
39	O=C(CSc1nnc(Cn2c(=O)sc3ccccc32)n1-c1ccccc1)N1CCCCCC1	0.0	-2	7	2	6

item	MEX-5 binding	BCLXL inh	Yeast superoxide	EBNA-1 inhibitor
30	-1.4	6	94	2
39	.	3	94	-1

(continued)
item	smiles	Efflux pump mplx	Fam108B counter	GLD-1 RNA inh	MCL1-BIM inh	ZTA counter
41	CC1(C)CC(=O)C2=C(C1)NC(=O)CC2c1cccc(F)c1 (configuration not stated)	0.0	-5	-1	1	5
42	COc1ccc(C(=O)Nc2nnc(Cc3ccccc3)s2)c(OC)c1	0.1	-1	-3	-2	22
43	COc1ccc(C2CC(c3cccs3)=NN2C(=S)Nc2ccccc2)cc1OC (configuration not stated)	0.1	2	7	9	5
44	O=C(NS(=O)(=O)Oc1cccc(F)c1)OC[C@@H]1CCCN2CCCCC12 (some centres not stated)	-0.1	-2	-5	-4	2
45	Cc1ccc(NC(=O)c2cccc(-n3cnnn3)c2)cc1Cl	0.2	.	5	-11	-6
46	CCOC(=O)c1ccc(NC(=O)C2(c3ccccc3)CCCC2)cc1	0.3	-5	0	-10	10
47	CCOC(=O)c1sc(N2N=C(C)/C(=C\c3ccc(OCC(=O)OC)cc3)C2=O)nc1C	-0.2	12	-9	10	-27
48	CC(C)COc1ccc(C(=O)OCC(=O)NCCC2=CCCCC2)cc1	-0.1	4	12	0	-7
49	CC(C)(C)S(=O)(=O)c1cnc2c(S(=O)(=O)c3ccccc3)cnn2c1N	0.0	-2	-3	0	6
50	Cc1cc(=O)n2nc(N3CCCC(C(=O)N4CCN(C)CC4)C3)sc2n1 (configuration not stated)	0.1	-4	1	-4	-1

item	MEX-5 binding	BCLXL inh	Yeast superoxide	EBNA-1 inhibitor
41	-0.7	6	115	7
42	0.1	0	112	3
43	1.8	5	88	10
44	-4.1	-7	100	-12
45	.	-9	92	.
46	0.0	-13	121	1
47	-1.4	7	94	2
48	4.9	0	111	3
49	-2.6	0	99	-1
50	-4.1	5	107	-3

New compounds follow
item	smiles	Efflux pump mplx	Fam108B counter	GLD-1 RNA inh	MCL1-BIM inh	ZTA counter
51	CCOc1c(Cl)cc(C(=O)Nc2cccc(C(=O)O)c2)cc1Cl	-0.1	-2	6	6	6
52	COc1ccc(OCCOc2ccc(S(=O)(=O)N3CCCC3)cc2C(N)=O)cc1	-0.1	.	11	-6	-9
53	COc1ccc(S(=O)(=O)N2CCOC2CNC(=O)C(=O)NCc2cccnc2)cc1C (configuration not stated)	0.0	-1	1	6	-2
54	COc1cc(CNCCCN2CCOCC2)c(Br)cc1OCC(=O)Nc1ccccc1C	-0.1	3	-3	-1	-6

item	MEX-5 binding	BCLXL inh	Yeast superoxide	EBNA-1 inhibitor
51	-0.6	0	115	-6
52	.	5	76	.
53	.	9	101	10
54	1.2	9	100	11

Assay outcomes deposited in PubChem BioAssay by several laboratories.
